# Screening results deposited in PubChem by several laboratories.
# Bim-Mcl-1: inhibitors of Bim peptide binding to Mcl-1, primary screen, biochemical, bead-based flow cytometry, multiplex | Induced myeloid leukemia cell differentiation protein Mcl-1 (Homo sapiens), Q07820 | Bim peptide-Mcl-1 binding | inhibition, % at 10 µM | hit rate 0.1% among 190,000 | AID 1009, 2008; in the data active means inhibition above about 40%;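 further: 0% = no compound tracer wells and 100% = peptide blocker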
# GSH fluor: compound fluorescence on glutathione beads, profiling panel, artefact control, biophysical, 488/530 nm, flow cytometry | fluorescence (KMESF) at 10 µM | GSH beads flow cytometry, compound fluorescence 488/530 nm; active compounds read high | AID 1776, 2009 | hit rate 0.25% among 190,000; in the data active means fluorescence above about 89;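 further: glutathione beads carrying GST-tagged Bcl family fusion proteins plus one bare bead set; values are compound well signal with DMSO vehicle wells as background; inactives centre near 16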
# ABCB1 block: ABCB1 efflux pump inhibitors, primary screen, cell-based, multiplex, flow cytometry, ABCG2 counter-screen. ATP-dependent translocase ABCB1 (Homo sapiens), P08183. CCRF-Adr cells, JC-1 efflux. inhibition, % at 6.6 µM. hit rate 0.067% among 190,000. AID 1326, 2008; in the data active means inhibition above about 40%;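 further: 0% = vehicle and 100% = reference inhibitor; higher value means more JC-1 retained so stronger ABCB1 efflux block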
# Target sequence (P08183 whole entry, looked up): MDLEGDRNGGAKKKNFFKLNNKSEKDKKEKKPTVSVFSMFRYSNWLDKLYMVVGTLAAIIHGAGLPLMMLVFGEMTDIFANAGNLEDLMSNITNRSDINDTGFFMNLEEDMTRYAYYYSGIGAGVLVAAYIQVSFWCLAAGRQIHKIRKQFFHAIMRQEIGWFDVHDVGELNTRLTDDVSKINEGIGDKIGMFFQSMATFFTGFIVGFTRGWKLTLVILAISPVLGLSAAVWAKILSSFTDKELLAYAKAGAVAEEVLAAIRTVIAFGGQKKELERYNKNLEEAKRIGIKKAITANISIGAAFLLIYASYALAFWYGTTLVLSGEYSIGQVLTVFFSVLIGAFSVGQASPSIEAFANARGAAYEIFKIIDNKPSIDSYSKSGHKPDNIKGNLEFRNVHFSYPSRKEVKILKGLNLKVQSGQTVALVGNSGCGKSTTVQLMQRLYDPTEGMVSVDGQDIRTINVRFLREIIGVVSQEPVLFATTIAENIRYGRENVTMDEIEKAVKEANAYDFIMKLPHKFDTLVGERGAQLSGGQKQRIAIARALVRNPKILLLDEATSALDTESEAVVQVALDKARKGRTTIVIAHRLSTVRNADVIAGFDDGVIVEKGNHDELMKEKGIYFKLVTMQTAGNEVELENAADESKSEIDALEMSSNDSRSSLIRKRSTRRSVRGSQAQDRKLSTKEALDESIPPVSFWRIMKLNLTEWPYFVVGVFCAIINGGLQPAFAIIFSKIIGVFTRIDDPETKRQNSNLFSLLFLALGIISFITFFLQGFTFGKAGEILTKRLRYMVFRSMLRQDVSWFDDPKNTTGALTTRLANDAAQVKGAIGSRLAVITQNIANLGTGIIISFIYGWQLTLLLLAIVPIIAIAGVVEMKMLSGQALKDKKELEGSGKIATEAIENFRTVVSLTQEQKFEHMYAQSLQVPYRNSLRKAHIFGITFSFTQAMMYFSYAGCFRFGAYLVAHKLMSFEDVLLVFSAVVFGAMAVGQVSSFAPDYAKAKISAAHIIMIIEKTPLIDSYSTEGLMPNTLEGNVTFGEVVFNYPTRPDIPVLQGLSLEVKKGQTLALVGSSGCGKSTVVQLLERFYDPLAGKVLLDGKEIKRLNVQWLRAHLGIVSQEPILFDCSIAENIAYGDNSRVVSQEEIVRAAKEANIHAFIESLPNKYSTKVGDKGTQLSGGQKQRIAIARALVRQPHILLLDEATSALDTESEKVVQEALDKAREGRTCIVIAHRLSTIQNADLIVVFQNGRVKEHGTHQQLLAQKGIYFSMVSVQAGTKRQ
# Mcl1 Bid PPI: Mcl-1/Bid binding inhibitors, primary screen, biochemical, TR-FRET, 1536-well; TR-FRET Mcl-1/Bid-Dy647 peptide binding; inhibition, % at 21.7 µM; hit rate 0.97% among 220,000;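 active means compounds that cut the binding signal by more than half at the single screening dose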;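 further: His-tagged Mcl-1 with europium anti-His antibody binding Bid BH3 peptide; 0% = Mcl-1 plus peptide wells and 100% = peptide-only wells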
# Avidin fluor: green autofluorescence of compounds with avidin beads – biophysical, 488/530 nm, flow cytometry, artefact control, profiling panel | compound fluorescence 488/530 nm; active compounds read high | fluorescence (KMESF) at 10 µM | hit rate 0.38% among 220,000 | AID 1775, 2009; in the data active means fluorescence above about 47; further: inactives centre near 10
# RGS7-Gao: RGS7-Galphao binding modulators, primary screen, biochemical, multiplexed bead flow cytometry; binding response (% of control), % at 10 µM; AID 1439, 2008; Guanine nucleotide-binding protein G(o) subunit alpha (Homo sapiens), P09471; hit rate 0.35% among 220,000; actives lie on both sides; in the data active means binding response below about 49% or above about 150%; inconclusive means no clear call, values can overlap the other calls; inactive means in between;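 further: fluorescent Galphao held in activated GDP-AlF4 state binding bead-coupled RGS7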
# Pf gametocyte: late stage P. falciparum gametocyte viability inhibitors, primary screen, ATP luminescence, HTS | P. falciparum stage V gametocytes, 24 h | hit rate 0.065% among 150,000 | AID 743093, 2013 | inhibition, % at 10.9 µM;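 active means inhibition above the mean plus 3 SD of compounds within the control limits, set per campaign, cut at about 38% in these data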;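 further: 0% = DMSO wells and 100% = medium only without gametocytes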
# Mcl1-Noxa inh: Mcl-1/Noxa binding inhibitors, primary screen, biochemical, TR-FRET, 1536-well; Induced myeloid leukemia cell differentiation protein Mcl-1 (Homo sapiens), Q07820; TR-FRET Mcl-1/Noxa peptide binding, 2 h; inhibition, % at 21.7 µM; hit rate 1.5% among 220,000;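 active means compounds that cut the protein-peptide binding signal by more than 50% relative to plate controls in a single-dose test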;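 further: His-tagged Mcl-1 with rhodamine Noxa BH3 peptide and terbium anti-His antibody; 0% = Mcl-1 plus Noxa peptide wells and 100% = peptide-only wells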
# RGS4-Gao reg: modulators of RGS4 binding to Galphao, primary screen, biochemical, multiplexed bead flow cytometry; AID 1415, 2008; hit rate 0.33% among 220,000; Guanine nucleotide-binding protein G(o) subunit alpha (Homo sapiens), P09471; actives lie on both sides; binding response (% of control), % at 10 µM; in the data active means binding response below about 49% or above about 150%; inactive means in between;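 further: fluorescent Galphao activated with aluminum fluoride binding bead-coupled RGS4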
# ABCG2 block: ABCG2 efflux pump inhibitors, primary screen, multiplex with ABCB1, IgMXP3 cells, flow cytometry; hit rate 0.1% among 190,000; JC-1 efflux; AID 1325, 2008; Broad substrate specificity ATP-binding cassette transporter ABCG2 (Homo sapiens), Q9UNQ0; inhibition, % at 6.6 µM;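 active means inhibition above 80%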;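 further: 0% = DMSO and 100% = nicardipine control wells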
#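 Times: 10 min at 25 °C | Test system: Two drug-resistant human cell lines, ABCG2 and ABCB1 | Quantity: 3 million cells/mL final, two lines in 1:1 ratio | Signal: Flow cytometry, 530 nm JC-1 signal | Dosing: Compound at 6.6 µM | Controls: Nicardipine and DMSO wells | Reagent: JC-1 as fluorescent efflux pump substrate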
# RGS8-Gao reg: RGS8-Galphao binding modulators, primary screen, biochemical, multiplexed bead flow cytometry; AID 1423, 2008; response (percent of control binding), % at 10 µM; actives lie on both sides; Guanine nucleotide-binding protein G(o) subunit alpha (Homo sapiens), P09471; hit rate 0.34% among 220,000; in the data active means response below about 60% or above about 140%; inactive means in between;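 further: Galphao activated as the GDP aluminium fluoride complex binding bead-coupled RGS8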
# * = called active by the depositor; ? = inconclusive; . = no result given.
SMILES,Bim-Mcl-1,GSH fluor,ABCB1 block,Mcl1 Bid PPI,Avidin fluor,RGS7-Gao,Pf gametocyte,Mcl1-Noxa inh,RGS4-Gao reg,ABCG2 block,RGS8-Gao reg
O=C(O)CC1NC(=O)N(C2CCCCC2)C1=O (stereo not given),-1,20,0.3,-24,8,113,-19,11,101,2,100
CSCCCNC(=S)N1CCc2ccccc2C1,0,22,1.1,-49,11,99,-5,11,100,10,102
Cc1cc(=O)oc2cc(OCCCN3C(=O)c4ccccc4C3=O)ccc12,-3,8,1.2,-22,4,89,.,-58,90,17,99
C=CCc1ccc(OCCn2cccc2C=O)c(OC)c1,-1,13,0.3,-19,10,104,.,18,102,4,103
N#Cc1ccc2ccn(CC(=O)NC3CCCCC3)c2c1,1,34,-0.2,.,8,99,-2,.,101,4,102
O=C(NCC1CC1)c1ccc(Oc2cc(Cl)cc(Cl)c2)o1,.,.,.,-6,6,?,15,-15,118,.,112
Cc1cccnc1NC(=O)COc1ccc2oc3c(c2c1)CCCC3,-3,24,0.9,-18,37,101,.,-2,100,35,102
CC1(C)C/C(=N\NC(=S)Nc2ccccc2F)c2cc(O)ccc2O1,1,13,-0.3,-80,10,?,.,-35,97,4,100
O=C(Nc1nc2n(n1)C(c1ccccc1)CC(c1ccc(Cl)cc1)N2)c1ccco1 (stereo not given),2,10,-0.3,-10,11,97,25,-17,94,1,98
N/C(=N\O)c1ccc(NC(=O)c2ccc(Br)o2)cc1,-2,37,-0.1,-21,16,100,.,12,98,19,98
COc1cccc(NC(=S)NCc2cccnc2)c1,-8,8,-0.1,-52,5,104,-24,15,102,-2,108
CC(C)(C)S(=O)(=O)c1c(C(=O)O)cccc1C(=O)O,-4,40,0.0,-7,2,97,.,0,95,0,93
COc1cccc(NC(=S)N(Cc2ccco2)C(C)c2ccco2)c1 (stereo not given),-1,16,0.5,-34,23,102,.,17,99,0,98
COc1ccc(OC)c(C2C(C(N)=O)=C(C)Nc3nc(-c4cccc(Cl)c4)nn32)c1 (stereo not given),-2,12,0.0,-8,33,101,.,-2,99,1,102
O=C(c1ccc(CS(=O)(=O)c2ccccc2)o1)N1CCOCC1,6,26,0.8,-6,5,105,.,-16,104,2,101
COc1cc(/C=C/C(=O)O)cc(S(=O)(=O)NCCCC(=O)O)c1OC,0,26,-0.1,-13,8,106,25,-2,104,4,103
CCOC(=O)CNc1ncc(C(F)(F)F)cc1Cl,0,11,0.4,-13,21,102,-129,2,102,1,103
O=C(NC(Nc1nc2ccc([N+](=O)[O-])cc2s1)(C(F)(F)F)C(F)(F)F)c1ccccc1,-6,44,35,-36,5,100,-15,-4,100,29,96
COC(=O)c1sccc1NC(=O)CCC1CCCCC1,-3,19,0.2,5,26,100,.,-2,96,4,103
Cc1ccc(S(=O)(=O)NCCNc2ccccc2[N+](=O)[O-])cc1,1,8,0.3,-18,3,99,-19,7,103,1,102
CCCN(C(=O)CSc1cc(-c2ccccc2)c2ccc(OC)cc2n1)C1CCS(=O)(=O)C1 (stereo not given),-5,11,15,9,23,101,-41,-71,99,47,101
COc1ccc(-c2c(C(C)=O)c(C)nc3sc4c(c23)NC(c2ccccc2)NC4=O)cc1 (stereo not given),1,11,2.4,-40,11,97,.,-166,96,7,100
CCOc1ccc2c(C)c(Cl)c(=O)oc2c1,3,54,0.3,-20,11,98,17,14,98,3,94
CCOC(=O)C(=O)N=Nc1c(O)n(C)c2ccccc12,2,16,-0.2,-20,11,102,2,11,102,0,102
Cc1ccc(S(=O)(=O)C(C#N)=C2N(C)c3ccccc3N2C)cc1,7,9,0.0,-35,4,99,.,2,100,0,101

# Among those listed so far, 2 contain two or more sulfur atoms:
SMILES,Bim-Mcl-1,GSH fluor,ABCB1 block,Mcl1 Bid PPI,Avidin fluor,RGS7-Gao,Pf gametocyte,Mcl1-Noxa inh,RGS4-Gao reg,ABCG2 block,RGS8-Gao reg
CSCCCNC(=S)N1CCc2ccccc2C1,0,22,1.1,-49,11,99,-5,11,100,10,102
CCCN(C(=O)CSc1cc(-c2ccccc2)c2ccc(OC)cc2n1)C1CCS(=O)(=O)C1 (stereo not given),-5,11,15,9,23,101,-41,-71,99,47,101

# (list continues)
SMILES,Bim-Mcl-1,GSH fluor,ABCB1 block,Mcl1 Bid PPI,Avidin fluor,RGS7-Gao,Pf gametocyte,Mcl1-Noxa inh,RGS4-Gao reg,ABCG2 block,RGS8-Gao reg
CCCCC(=O)Nc1cc([N+](=O)[O-])ccc1F,-3,24,0.1,-7,13,108,.,13,104,3,107
O=C(CC1C(=O)NCCN1CC(c1ccccc1)c1ccccc1)NC1CC1 (stereo not given),-1,9,0.3,-45,3,93,.,-11,100,3,102
CCOC(=O)c1c(NC(=O)CSc2c[nH]c3ccccc23)sc2c1CCCC2,-2,16,0.5,-57,.,.,.,-48,.,0,.
OCCCNc1ncnc2sc(-c3ccccc3)cc12,1,11,0.0,8,24,99,15,34,101,1,106
Cc1cc(NC(=O)CSc2nnc(Cc3ccccc3)o2)no1,-7,33,-0.2,-9,11,98,.,.,103,0,101
Cc1ccc(C)c(NC(=O)Cc2ccc(S(=O)(=O)N3CCCCC3)s2)c1,30,7,-0.6,-4,5,105,.,0,104,0,115
CCC(=O)OC1CC(C)N(C(=O)c2ccccc2)c2ccc(C)cc21 (stereo not given),1,52,0.6,-6,8,99,.,8,101,1,99
CCOc1ccc(NC(=S)N(CCN2CCOCC2)Cc2cc3cc4c(cc3[nH]c2=O)OCO4)cc1,-2,17,0.1,-59,5,101,23,12,103,1,101
Oc1cc2c(cc1C(c1ccc(Br)cc1)N1CCCC1)OCO2 (stereo not given),4,11,-0.2,90*,9,99,.,82*,97,-2,99
COc1cc(NC(=O)CSc2nnc(-c3ccncc3)n2C2CCCCC2)ccc1NC(=O)c1ccco1,0,28,1.7,-3,16,101,-41,24,105,7,102
COc1ccc(CCC(C)NCC2CCCCC2)cc1 (stereo not given),-4,12,0.5,-8,12,105,7,16,106,1,102
CCOC(=O)c1cc(NC(=O)c2cc(C)on2)cc(C(=O)OCC)c1,-1,12,1.0,-24,30,97,.,-7,98,4,98
CCCCCCC(=O)N1C/C=C\C(c2ccc(OC)cc2)N(Cc2ccc(F)cc2)C(=O)C1 (stereo not given),.,.,.,-10,10,?,-14,9,99,.,98
Cn1cc(/C=C2/SC(=O)N(c3ccccc3)C2=O)c2ccccc21,-3,32,0.7,-32,12,101,-1,6,104,5,104
Cn1c(N)c(C(=O)COC(=O)c2cc(-c3ccco3)nc3ccccc23)c(=O)n(Cc2ccccc2)c1=O,-2,15,-0.9,15,6,92,.,106*,90,-9,90
CCOC(=O)CSc1nnc(-c2cc(OC)c(OC)c(OC)c2)o1,0,10,1.5,-34,10,99,7,4,103,8,101
CCOC(=O)Cc1cc(C)[nH]c1C(=O)OCC,.,.,.,-48,7,?,11,4,99,.,100
CCCCNC(=S)NCc1ccc2c(c1)cc(C)n2C,-2,17,-0.2,-17,7,104,.,2,100,3,102
COc1ccc(C(=O)OCC(=O)NCc2ccccc2)c(OC)c1OC,-2,15,0.6,-18,10,?,-22,16,97,12,99
Cc1ccccc1C1N(c2nccs2)C(=O)C2CCCN21 (stereo not given),-1,10,-0.1,-1,12,104,-2,-3,100,-1,100
COC(=O)c1[nH]c2ccc(C)cc2c1NS(=O)(=O)c1ccc(F)cc1,-4,31,1.8,4,4,113,-4,-1,112,12,106
CCOC(=O)CNC(=O)c1nn(-c2cccc(OC)c2)c(=O)c2ccccc12,0,24,1.0,4,27,100,0,-3,103,12,100
COc1ccc2[nH]c(C)c(CCN(Cc3cccs3)C(=S)Nc3ccc(F)cc3)c2c1,0,19,-2.2,-38,8,100,.,6,100,-4,100
CCOc1ccccc1NC(=O)C1CCCN(S(=O)(=O)c2cccc3nsnc23)C1 (stereo not given),-5,17,1.0,-13,4,101,.,0,103,3,98
COc1ccc(N(CC(=O)NCCSc2ccccn2)S(C)(=O)=O)cc1Cl,0,23,0.6,0,33,101,22,11,103,1,100
Cc1ccc(OC(=O)C(F)(F)F)c2c1NCCC2,-1,28,0.3,-31,17,101,.,4,102,4,99
O=C(Cc1ccc(F)cc1)Nc1cccc(-c2cn3c(n2)SCC3)c1,0,24,8.8,-14,5,100,4,-9,100,20,98
Cc1cccc(C(=O)NC(=S)NNC(=O)c2ccc(Cl)cc2)c1,1,8,-0.5,-91,11,99,.,88*,101,-1,98
CCN(CC)c1ccc(NC(=O)COc2ccc(C#N)cc2)cc1S(=O)(=O)Nc1ccc(OC)cc1,-6,9,0.9,-59,5,108,-22,2,100,6,100
CC1(C)CC(=O)C2=C(C1)OC(N)=C(C#N)C2c1ccccc1 (stereo not given),-2,11,0.8,-70,14,97,10,32,99,3,99

# Mcl1 Bid PPI: hit marks shown above
Compound | Bim-Mcl-1 | GSH fluor | Mcl1 Bid PPI | Avidin fluor | RGS7-Gao | Mcl1-Noxa inh | RGS4-Gao reg | ABCG2 block | RGS8-Gao reg
Oc1cc2c(cc1C(c1ccc(Br)cc1)N1CCCC1)OCO2 (stereo not given) | 4 | 11 | 90* | 9 | 99 | 82* | 97 | -2 | 99

# A stretch from the list above, as a working copy:
SMILES,Bim-Mcl-1,GSH fluor,ABCB1 block,Mcl1 Bid PPI,Avidin fluor,RGS7-Gao,Pf gametocyte,Mcl1-Noxa inh,RGS4-Gao reg,ABCG2 block,RGS8-Gao reg
Cc1cccc(C(=O)NC(=S)NNC(=O)c2ccc(Cl)cc2)c1,1,8,-0.5,-91,11,99,.,88*,101,-1,98
CCN(CC)c1ccc(NC(=O)COc2ccc(C#N)cc2)cc1S(=O)(=O)Nc1ccc(OC)cc1,-6,9,0.9,-59,5,108,-22,2,100,6,100
CC1(C)CC(=O)C2=C(C1)OC(N)=C(C#N)C2c1ccccc1 (stereo not given),-2,11,0.8,-70,14,97,10,32,99,3,99
